Screening data deposited in PubChem BioAssay by The Scripps Research Institute Molecular Screening Center.
TEAD-YAP inh: TEAD-YAP interaction inhibition | HEK-TIYL cells, TEAD-Gal4/YAP UAS-luciferase luminescence | inhibition, % at 9.12 µM | hit rate 1.4% among 640,000 | AID 1259422; in the data active = inhibition above about 32%;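 also: 0% = median of test compound wells and 100% = reference inhibitor wells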
GPR151 activ: activates the human receptor GPR151; Q8TDV0; hit rate 1% among 650,000; AID 1508602; activation, % at 11.2 µM; PathHunter beta-arrestin GPR151 cells, luminescence; in the data active = activation above about 4.9%;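 also: 0% = median of compound wells and 100% = cells with positive control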
Target sequence (Q8TDV0 whole entry, looked up): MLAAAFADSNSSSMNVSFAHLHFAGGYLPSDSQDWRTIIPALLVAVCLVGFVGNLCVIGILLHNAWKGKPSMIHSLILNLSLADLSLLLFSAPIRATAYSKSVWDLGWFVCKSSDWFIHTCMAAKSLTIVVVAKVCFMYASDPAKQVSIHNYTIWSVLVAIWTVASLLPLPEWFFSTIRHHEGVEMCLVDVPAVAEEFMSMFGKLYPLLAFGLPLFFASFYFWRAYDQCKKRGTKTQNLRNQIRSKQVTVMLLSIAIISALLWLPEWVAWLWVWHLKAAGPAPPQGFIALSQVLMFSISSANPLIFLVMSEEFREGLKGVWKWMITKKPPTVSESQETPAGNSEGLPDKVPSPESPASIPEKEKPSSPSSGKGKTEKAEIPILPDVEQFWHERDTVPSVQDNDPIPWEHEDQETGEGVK
MITF primary: blocks human microphthalmia-associated transcription factor. AlphaScreen MITF homodimerization, bead proximity signal. hit rate 0.91% among 650,000. inhibition, % at 2.6 µM; in the data active = inhibition above about 50%;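 also: 0% = vehicle wells with protein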
Target sequence (O75030 whole entry, looked up): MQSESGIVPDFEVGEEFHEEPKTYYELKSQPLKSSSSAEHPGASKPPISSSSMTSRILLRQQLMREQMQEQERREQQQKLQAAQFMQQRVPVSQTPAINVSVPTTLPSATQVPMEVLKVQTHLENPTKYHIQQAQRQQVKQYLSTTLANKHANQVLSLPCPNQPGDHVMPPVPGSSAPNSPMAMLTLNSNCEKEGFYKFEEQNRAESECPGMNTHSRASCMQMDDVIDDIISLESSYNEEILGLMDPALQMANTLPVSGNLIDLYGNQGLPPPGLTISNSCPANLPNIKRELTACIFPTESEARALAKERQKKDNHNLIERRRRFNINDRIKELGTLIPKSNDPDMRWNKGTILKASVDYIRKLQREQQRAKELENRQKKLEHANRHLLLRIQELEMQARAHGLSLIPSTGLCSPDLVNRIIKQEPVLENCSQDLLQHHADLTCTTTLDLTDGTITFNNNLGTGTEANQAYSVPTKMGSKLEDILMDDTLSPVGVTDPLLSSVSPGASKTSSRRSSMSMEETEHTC
FBW7 activator: activators of human E3 ligase FBW7. normalized activity (activation), % at 26.1 µM. AID 1259310. Q969H0. hit rate 0.13% among 650,000. AlphaScreen FBW7–phospho-cyclin E peptide binding, activator screen; in the data active = normalized activity above about 1.9%;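 also: purified mutant Fbw7 with reduced substrate affinity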
Numbers without * were called inactive; & = joins results of further samples.

Preview (15 entries):
SMILES	TEAD-YAP inh	GPR151 activ	MITF primary	FBW7 activator
CC(=O)c1c(C)[nH]c(C(=O)NNC(=O)C23CC4CC(CC(C4)C2)C3)c1C	-16	-0.4	-2	-0.1
CCCOc1ccc(CC(=O)NCC2(c3ccccc3)CCOCC2)cc1OC	4	-0.4	-3	0.0
O=S(=O)(Nc1ccc(N2CCOCC2)cc1)c1ccccc1C(F)(F)F	4	0.2	15	0.2
O=c1cc(-c2ccccc2)nc2nc(C(F)(F)F)[nH]n12	8	-2.5	6	0.0
NNC(=O)C(Cc1ccn[nH]1)NC(=O)C1CCC(=O)N1 (stereo not drawn)	4	0.4	9	-0.1
NS(=O)(=O)c1ccc(NC(c2ccccc2)c2ccccc2)c([N+](=O)[O-])c1	-2	-1.8	14	0.0
CCc1cccc(C)c1NC(=S)N(CCN(C)C)Cc1cccs1	-9	1.1	6	-0.1
CCOc1cccc(C2C(C(=O)OCCOC)=C(C)NC3=C2C(=O)CC(c2ccc(OC)c(OC)c2)C3)c1 (stereo not drawn)	10	0.4	2	-0.1
O=C(Cn1c(=O)c2ccccc2n2nncc12)NCc1ccccc1Cl	-1	0.5	-1	-0.1
CCCC1CCC(c2ccc(-c3noc(-c4cccc([N+](=O)[O-])c4)n3)cc2)CC1 (stereo not drawn)	8	-0.8	-1	0.1
Cc1ccc2c(c1)c(C)c(C)n2CC(O)CN1CCCCC1 (stereo not drawn)	10	1.4	0	-0.1
Cc1ccc(C(c2nnnn2CC2CCCO2)N2CCN(c3ccc(F)cc3)CC2)cc1 (stereo not drawn)	-3	-0.3	4	-0.1
CC(NC(=O)C(=O)NCc1ccco1)c1ccccc1 (stereo not drawn)	4	3.9	2	0.0
CCS(=O)(=O)N1CC=C(c2c(C)n(CC(=O)N3CCCC3)c3ccccc23)CC1	4	-0.8	7	-0.2
COC(=O)c1cccc(N2COc3ccc4c(C)cc(=O)oc4c3C2)c1	3	0.1	-2	-0.1

All compounds of this part, previewed entries included:
SMILES	TEAD-YAP inh	GPR151 activ	MITF primary	FBW7 activator
CC(=O)c1c(C)[nH]c(C(=O)NNC(=O)C23CC4CC(CC(C4)C2)C3)c1C	-16	-0.4	-2	-0.1
CCCOc1ccc(CC(=O)NCC2(c3ccccc3)CCOCC2)cc1OC	4	-0.4	-3	0.0
O=S(=O)(Nc1ccc(N2CCOCC2)cc1)c1ccccc1C(F)(F)F	4	0.2	15	0.2
O=c1cc(-c2ccccc2)nc2nc(C(F)(F)F)[nH]n12	8	-2.5	6	0.0
NNC(=O)C(Cc1ccn[nH]1)NC(=O)C1CCC(=O)N1 (stereo not drawn)	4	0.4	9	-0.1
NS(=O)(=O)c1ccc(NC(c2ccccc2)c2ccccc2)c([N+](=O)[O-])c1	-2	-1.8	14	0.0
CCc1cccc(C)c1NC(=S)N(CCN(C)C)Cc1cccs1	-9	1.1	6	-0.1
CCOc1cccc(C2C(C(=O)OCCOC)=C(C)NC3=C2C(=O)CC(c2ccc(OC)c(OC)c2)C3)c1 (stereo not drawn)	10	0.4	2	-0.1
O=C(Cn1c(=O)c2ccccc2n2nncc12)NCc1ccccc1Cl	-1	0.5	-1	-0.1
CCCC1CCC(c2ccc(-c3noc(-c4cccc([N+](=O)[O-])c4)n3)cc2)CC1 (stereo not drawn)	8	-0.8	-1	0.1
Cc1ccc2c(c1)c(C)c(C)n2CC(O)CN1CCCCC1 (stereo not drawn)	10	1.4	0	-0.1
Cc1ccc(C(c2nnnn2CC2CCCO2)N2CCN(c3ccc(F)cc3)CC2)cc1 (stereo not drawn)	-3	-0.3	4	-0.1
CC(NC(=O)C(=O)NCc1ccco1)c1ccccc1 (stereo not drawn)	4	3.9	2	0.0
CCS(=O)(=O)N1CC=C(c2c(C)n(CC(=O)N3CCCC3)c3ccccc23)CC1	4	-0.8	7	-0.2
COC(=O)c1cccc(N2COc3ccc4c(C)cc(=O)oc4c3C2)c1	3	0.1	-2	-0.1
Cc1ncc([N+](=O)[O-])n1CC(O)CCl (stereo not drawn)	-1&-8	1.7&-0.5&-0.4	6&5&-12	0.6&0.5&-0.1
CCC(C(=O)NCc1ccc2c(c1)cc(C)n2C)c1ccccc1 (stereo not drawn)	2	0.2	8	0.0
Cc1cc(OCC(=O)Nc2ccccc2CO)cc(C)c1Cl	-4	1.6	2	0.1
COc1ccccc1NC(=O)c1ccccc1Cl	-4	0.6	-1	-0.1
CCCn1c(=O)c2c(nc3n2CC(C)CN3c2ccc(OC)cc2OC)n(C)c1=O (stereo not drawn)	12	0.2	3	-0.2
COC(=O)c1c(NC(=O)COc2ccc(Cl)cc2C)sc2c1CCC2	-5	-0.2	-3	0.1
Cc1ccc(F)cc1NC(=O)CCCn1c2ccccc2c(=O)c2ccccc21	15	1.3	-3	0.3
CCN1C(=O)c2cccc3c(NC(=O)C(c4ccccc4)c4ccccc4)ccc1c23	6	-1.5	13	-0.1
O=C(NC1CCCCC1)c1cc(S(=O)(=O)N2CCOCC2)ccc1Cl	1	0.3	-1	0.1
O=C(CCCn1c(SCc2ccccc2F)nc2cc3c(cc2c1=O)OCO3)NCc1ccc2c(c1)OCO2	0	0.5	-4	0.0

Going on with the list.
SMILES	TEAD-YAP inh	GPR151 activ	MITF primary	FBW7 activator
O=C(Cn1cnc2sc3c(c2c1=O)CCCC3)N1CCN(c2ccc([N+](=O)[O-])cc2)CC1	-2	-0.8	7	0.1
Cc1nc2c(-c3ccccc3)cnn2c(C(C)(C)C)c1C	-8	1.8	-12	0.1
COC(=O)C1=C(C)NC2=C(C(=O)CC(c3ccc(Cl)cc3)C2)C1c1ccc(OCc2ccccc2)cc1 (stereo not drawn)	8	1.1	16	0.1
C#CC1(OC(C)=O)C2CC3CC(C2)CC1C3 (stereo not drawn)	14	1.1	0	0.2
Cn1c(-c2ccc3c(c2)OCO3)cnc1NCc1ccccc1F	-32	-0.2	40	0.0
CCOC(=O)c1cn(CC)c2cc(N3CCCC3)c(F)cc2c1=O	0	-2.0	3	0.1
O=C(CN1C=NS(=O)(=O)c2ccccc21)N1CCCc2ccccc21	6	0.7	-1	-0.1
Cc1cc(NCCN(C(C)C)C(C)C)nc(NC2CCN(Cc3ccccc3)CC2)n1	2	-0.5	13	0.6
Cc1ccc(CNC(=O)c2ccc3c(c2)NC(=O)CS3)cc1	-7	2.8	-5	-0.1
Cn1c(=O)c(-c2ccc3ccccc3n2)c(C#N)c2ccccc21	9	1.4	11	0.4
CCC[C@@H]1NC(=O)[C@H]2CN(Cc3ccc(OC)c(COC)c3)CCN2C1=O	2	-0.8	6	-0.1
CCOC(=O)C1=C(C)NC(=O)CC1c1ccc(C#N)cc1 (stereo not drawn)	4	2.7	-12	0.0
COc1ccc(NC(=O)CSc2nnnn2Cc2ccccc2)cc1	13	0.4	1	-0.1
CCN(CC)CCCNC(=S)Nc1cccc(Cl)c1	-1	-1.6	8	0.0
CCSCCOC(=O)C1=C(C)NC2=C(C(=O)C(C(=O)OC)C(C)C2)C1c1ccc2c(c1)c1ccccc1n2CC (stereo not drawn)	-6	1.3	6	-0.1
O=c1[nH]c(CNCc2ccc3c(c2)OCO3)nc2scc(-c3ccccc3)c12	-4	0.5	26	-0.1
Cc1cc(C)nc(OC(Cc2cnccn2)c2cccc(C(F)(F)F)c2)n1 (stereo not drawn)	4	-2.0	14	1.1
O=C(OCc1ccccc1Cl)c1cc2ccccc2oc1=O	-11	-0.3	-4	-0.1
Cc1ccc(CC2C(=O)N(c3ccc(C)cc3)C(=O)C2C)cc1 (stereo not drawn)	-34	-0.7	20	0.2
CCCNC(=O)c1cccc(-c2ccc(C(=O)NC3CC3)cc2)n1	11	1.9	-6	0.0
O=C(OCC(=O)N1c2ccccc2Sc2ccccc21)C1CC1	1	-0.7	9	0.2
Cc1cccc(NC(=O)CSc2nc3cc4c(cc3cc2C#N)OCO4)c1	-1	-1.3	-8	0.0
Cc1cccc(C)c1OCc1n[nH]c(=S)n1C	-5	2.0	-6	-0.2
O=C(CSc1ccccc1)N1CCCC(N2CCOCC2)C1 (stereo not drawn)	-7	4.3	9	0.0
CC1CCCCN1C(=O)c1nn2c(C(F)(F)F)cc(-c3cccs3)nc2c1Br (stereo not drawn)	0	-1.1	-1	-0.1

Next section, starting with the last two of the part before.
SMILES	TEAD-YAP inh	GPR151 activ	MITF primary	FBW7 activator
O=C(CSc1ccccc1)N1CCCC(N2CCOCC2)C1 (stereo not drawn)	-7	4.3	9	0.0
CC1CCCCN1C(=O)c1nn2c(C(F)(F)F)cc(-c3cccs3)nc2c1Br (stereo not drawn)	0	-1.1	-1	-0.1
C=CCn1c(SCc2ccc(OC)c([N+](=O)[O-])c2)nnc1-c1cccc(Br)c1	-8	5.0*	-18	-0.1
CCOC(=O)C(/C(C)=N/NC(=O)C1CC1c1ccccc1)C(C)C (stereo not drawn)	1	0.4	4	-0.1
O=C(COc1ccc(Cl)cc1)Nc1cccc(-c2cn3c(n2)SCC3)c1	-27	1.0	-1	0.1
Cc1cc(OC(C)C(=O)NCc2cccnc2)ccc1Cl (stereo not drawn)	-2	0.4	4	0.0
CC(C)c1ccc(-c2cc(C(=O)Nc3cc(Cl)cc(Cl)c3)c3ccccc3n2)cc1	-6	-0.5	22	1.1
CCC(C)NC(=O)C1CCN(Cc2nc(-c3cccc(Cl)c3)oc2C)CC1 (stereo not drawn)	9	-1.3	22	0.6
CCOC(=O)c1sc2nc3c(cc2c1N)C(=O)CC(C)(C)C3	-9	-2.2	17	0.1
CCCCN(C)CCNS(=O)(=O)c1ccc(OCC)c2ncccc12	-10	1.4	4	0.0
O=C(CSc1ccc(Sc2ccc(SCC(=O)NC3CC3)cc2)cc1)NC1CC1	34*	0.6	11	0.5
CN1CCN(C2=C(Nc3cccc(Cl)c3)C(=O)c3ccccc3C2=O)CC1	7	-0.5	5	0.3
O=C(COC(=O)COc1ccccc1[N+](=O)[O-])NC1CCCC1	3	-0.7	12	0.2
O=C(c1ccccc1)c1cccc(N2C(=O)C3C4C=CC(C3C2=O)C2C(=O)N(c3cccc(C(=O)c5ccccc5)c3)C(=O)C42)c1 (stereo not drawn)	-3	-0.1	2	0.0
CC(=O)c1ccc(NC(=O)C23CCC(C)(C(=O)C2=O)C3(C)C)cc1 (stereo not drawn)	-56	0.0	0	0.0
CCCC12CN3CC(C)(CN(C1)C3c1cccc(Br)c1)C2=O (stereo not drawn)	2	2.1	-6	-0.1
O=C(CN1CCC(N2CCCCC2)CC1)N(c1ccccc1)c1ccc(O)cc1	-3	-0.5	9	0.0
CCNc1nc(NCC)nc(-n2nc(C)cc2C)n1	53*	2.7	-2	0.0
Cc1nn(-c2ccc(Cl)cc2)c2sc(C(=O)NC3CCC(O)CC3)cc12 (stereo not drawn)	9	1.0	8	0.1
Cc1nn2cnnc2c(C)c1Cc1ccc(Cl)nc1	-2	1.2	-48	-0.1
c1ccc(CCCOc2ccc(-c3ccncc3)cn2)nc1	1	0.0	10	-0.1
CCOc1ccc(CN2CCNC(=O)C2CC(=O)N2CCCO2)cc1 (stereo not drawn)	-15	-0.2	1	-0.1
COc1ccccc1/C=N/NC(=O)Cn1cnc2c(=O)n(C)c(=O)n(C)c21	-1	-1.1	9	-0.1
Cc1ccc(C(N)=O)cc1NC(=O)c1cccs1	5	0.5	14	0.1
O=C(NCCN1CCOCC1)c1nc(-c2ccccc2)oc1C(F)(F)F	3	0.3	18	0.4
CCOC(=O)C(C)Sc1nc2c(c(=O)n1C)SC(C)C2 (stereo not drawn)	0	-0.4	15	0.1
Nc1ccnc(Nc2nccc3ccccc23)n1	-10	-1.0	11	0.0

Continuation:
SMILES	TEAD-YAP inh	GPR151 activ	MITF primary	FBW7 activator
COc1ccc(OC)c(NC(=S)NC(=O)COc2ccc(C)cc2)c1	8	-0.1	9	-0.1
CCOC(=O)C1=CN(C(C)C)C=C(C(=O)OCC)C1c1ccc(Cl)cc1	-6	-0.3	1	-0.1
Cc1cccc(C)c1OCC(O)CNC(C)C (stereo not drawn)	9	-0.6	-17	0.1
CC(C)CC(=O)NCC(c1ccco1)N1CCN(c2ccc(F)cc2)CC1 (stereo not drawn)	-7	0.2	12	0.0
C=CCN1CCN(c2c(Cl)cccc2NC(=O)c2ccn[nH]2)CC1	-5	0.3	3	-0.1
COc1ccc(CNC(=O)c2noc3c2COc2ccc(C)cc2-3)cc1	7	-0.9	9	0.2
C/C(=C\C(=O)Nc1ccc(Cl)cc1)N1CCN(Cc2ccccc2)CC1	2	-1.1	3	0.1
Nc1cccc2c1C(=O)N(C(=O)c1cccc(S(=O)(=O)N3CCCCCC3)c1)C2=O	-3	-0.3	5	0.0
O=c1c2c(-c3ccccc3)csc2nc2n1CCCCC2	-42	-1.9	-1	-0.1
O=c1oc(-c2ccccc2F)nc2sc3c(c12)CCCC3	0	0.0	8	0.0
Cc1c(C(=O)NCc2ccccn2)sc2ncnc(N3CCN(c4ccccc4)CC3)c12	-4	0.5	10	1.3
O=C(NC1CCCCC1)c1ccccc1NS(=O)(=O)c1ccc(F)c(F)c1	-2	0.6	-15	0.0
CCOc1ccc(-n2nc3ccc(NC(=O)c4cc5ccccc5o4)cc3n2)cc1	6	-0.7	2	0.3
CCOc1ccc2nc(C)cc(C(=O)O)c2c1	-4	1.5	6	-0.1
O=C(Nc1ccccc1)c1ccc2nc(NCc3ccc4c(c3)OCO4)sc2c1	-40	0.7	8	0.3
COc1ccc2[nH]c3c(=O)n(CCCCCC(=O)N4CCCC4)c(=S)[nH]c3c2c1	4	0.5	12	-0.2
N#Cc1nc(-c2ccccc2F)oc1NCCc1ccccn1	-1	0.7	10	0.2
COc1ccc(CCNc2cc(-c3ccccc3)nc(N)n2)cc1	42*	0.5	3	0.1
